PRMT1 FP inh = inhibitors of human PRMT1 | recombinant PRMT1, activity-based probe fluorescence polarization | inhibition, % at 2.79 µM | 370,000 compounds, 1.3% hits;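 active = inhibition above about 21% made by adding two undisclosed values, limit read from the data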
UHRF1 MBD2 ctr = human UHRF1 methylated DNA binding inhibitors; AID 687016; inhibition, % at 4.4 µM; Q96T88; UHRF1 binding to methylated oligo, TR-FRET; 370,000 compounds, 0.75% hits; in the data active = inhibition above about 21%;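 also: UHRF1 SRA domain binding a hemimethylated CpG hairpin DNA probe; 0% = median of test compound wells and 100% = reference inhibitor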
rCAG binder = molecules binding r(CAG) RNA repeats; r(CAG) RNA repeat, TO-PRO-1 dye displacement fluorescence; inhibition, % at 3 µM; AID 651821; 370,000 compounds, 1.3% hits;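 active = inhibition above the plate cutoff, the mean of all test compounds on that plate plus 3 SD, cut at about 35% in these data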;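 also: 0% = DMSO alone and 100% = 100 µM mitoxantrone as full dye displacement; higher means more dye released from RNA so lower well fluorescence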
GC-A act = GC-A (human) enzyme activation. 370,000 compounds, 0.14% hits. activation, % at 10 µM. HEK293 GC-A cells, cGMP TR-FRET, EC30 ANP; 0% at EC30 ANP, 100% saturating ANP. P16066; in the data active = activation above about 40%
SIAE inh = inhibitors of human sialic acid acetylesterase SIAE; Q9HAT2; SIAE FP-Rh probe binding, fluorescence polarization; inhibition, % at 9.66 µM; 370,000 compounds, 0.69% hits; AID 1053197;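 active = inhibition above a cutoff: mean of compounds within the control limits plus 3 SD of those, cut at about 17% in these data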;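 also: 0% = plate median of compound wells and 100% = probe without SIAE protein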
Target sequence (Q9HAT2 whole entry, looked up): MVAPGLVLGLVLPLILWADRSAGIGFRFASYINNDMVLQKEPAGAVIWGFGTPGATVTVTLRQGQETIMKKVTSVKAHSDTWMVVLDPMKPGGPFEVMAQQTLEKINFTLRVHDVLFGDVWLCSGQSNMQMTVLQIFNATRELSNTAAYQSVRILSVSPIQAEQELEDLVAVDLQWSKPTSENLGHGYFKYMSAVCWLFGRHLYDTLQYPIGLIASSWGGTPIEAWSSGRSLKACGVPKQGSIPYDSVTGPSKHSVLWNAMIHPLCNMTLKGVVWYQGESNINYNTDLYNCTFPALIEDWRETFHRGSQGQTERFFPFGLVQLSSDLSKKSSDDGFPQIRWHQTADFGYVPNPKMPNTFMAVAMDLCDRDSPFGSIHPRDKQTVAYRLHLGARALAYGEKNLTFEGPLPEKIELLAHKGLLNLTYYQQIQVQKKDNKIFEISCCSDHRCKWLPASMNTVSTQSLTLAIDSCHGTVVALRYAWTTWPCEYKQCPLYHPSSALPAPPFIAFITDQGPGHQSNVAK
NPR2 activator = GC-B (human) receptor activation; P20594; HEK293-GC-B cells, CNP EC30, cGMP TR-FRET; 0% at EC30 CNP, 100% saturating CNP; activation, % at 10 µM; 370,000 compounds, 0.11% hits;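 active = activation at 10 µM reaching about 35% in either raw or pattern-adjusted values, limit read from the data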
TCR-CD3 inh = blocks the human TCR-CD3 interaction. TAMRA-labeled TCR probe fluorescence, biochemical. 360,000 compounds, 0.37% hits. AID 651800. inhibition, % at 9.4 µM; in the data active = inhibition above about 19%;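 also: recombinant mutant TCR 2C K166C tagged with TAMRA read by polarization; 0% = receptor in buffer alone and 100% = receptor with positive control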
ABHD4 inh = inhibits mouse alpha/beta hydrolase domain 4. purified mABHD4, FP-Rh probe fluorescence polarization. 370,000 compounds, 0.54% hits. Q8VD66. AID 720543. inhibition, % at 8.92 µM;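 active = inhibition exceeding the mean over every tested compound plus 3 SD, cut at about 30% in these data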;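 also: 0% = plate median of compound wells and 100% = S159A mutant with DMSO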
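Material: mouse ABHD4 enzyme, wild type; Benchmarks: S159A mutant high control, sample median low control; Buffer or medium: HEPES pH 7.0, NaCl, Pluronic buffer; Signal: fluorescence polarization; Read-out: percent inhibition of probe binding, normalized to plate controls; Timing: pre-incubation 45 min, probe exposure 60 min, at 25 °C; Dosing: 8.92 µM, single dose.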
MBD2 DNA inh = inhibitors of human MBD2 binding to methylated oligonucleotide; inhibition, % at 4.4 µM; 370,000 compounds, 0.31% hits; Q9UBB5; TR-FRET; in the data active = inhibition above about 13%
HTRA1 inh = HTRA1 (human) protease inhibition. Q92743. recombinant HTRA1, FP-rhodamine activity-based probe, fluorescence polarization. inhibition, % at 5.96 µM. 340,000 compounds, 0.5% hits; in the data active = inhibition above about 36%;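 also: 0% = enzyme with DMSO and 100% = wells lacking enzyme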
Target sequence (Q92743 whole entry, looked up): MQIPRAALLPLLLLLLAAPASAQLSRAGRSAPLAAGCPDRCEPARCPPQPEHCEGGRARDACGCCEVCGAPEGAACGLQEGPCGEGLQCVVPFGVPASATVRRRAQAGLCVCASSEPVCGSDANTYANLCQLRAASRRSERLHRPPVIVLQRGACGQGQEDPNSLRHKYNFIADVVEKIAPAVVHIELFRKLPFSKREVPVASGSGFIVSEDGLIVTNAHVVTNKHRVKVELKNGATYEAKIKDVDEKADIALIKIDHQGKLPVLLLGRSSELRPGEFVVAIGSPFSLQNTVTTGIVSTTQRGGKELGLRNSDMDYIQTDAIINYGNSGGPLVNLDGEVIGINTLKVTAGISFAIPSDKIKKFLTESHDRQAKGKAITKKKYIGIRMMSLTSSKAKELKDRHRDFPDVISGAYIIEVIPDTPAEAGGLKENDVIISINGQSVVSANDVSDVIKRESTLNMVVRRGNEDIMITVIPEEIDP
An asterisk follows results filed as active; . = not tested or not shown. A portion of the library. The share of hits here may be higher or lower than overall.

SMILES	PRMT1 FP inh	UHRF1 MBD2 ctr	rCAG binder	GC-A act	SIAE inh	NPR2 activator	TCR-CD3 inh	ABHD4 inh	MBD2 DNA inh	HTRA1 inh
COc1cc(OC)cc(C(=O)NCC(=O)OCC(=O)NC2CCCc3ccccc32)c1 (stereo unspecified)	-3	-2	3	-6	1	0	4	-4	-5	-3
CC(C)(C)NC(=O)CN(C(=O)CN1C(=O)C(=O)c2ccccc21)C(C)(C)C	4	-1	0	-2	-5	-1	-1	7	-5	0
C=CCc1c(C)nc(N)[nH]c1=O	5	-1	1	0	-8	2	-2	-16	-4	4
COc1ccc(-c2cc(C3CCN(CC(O)C(F)(F)F)CC3)[nH]n2)cc1 (stereo unspecified)	-1	-1	-7	5	-4	-4	0	1	-2	3
COc1ccc(OC)c(NC(=O)c2cccc(NC(=O)c3ccco3)c2)c1	8	8	0	-1	-7	-5	-4	-21	9	-11
O=C(CCCN1C(=O)/C(=C/c2ccc3c(c2)OCO3)SC1=S)Nc1cccc(C(=O)O)c1	1	1	51*	-1	-6	1	-6	-8	4	-15
O=C(CN1CCN(Cc2ccccc2)CC1)Nc1nc2ccccc2s1	-1	-1	-8	5	-4	-5	6	7	3	-5
O=S(=O)(NCC(c1ccc2c(c1)OCO2)N1CCOCC1)c1ccc(Cl)cc1 (stereo unspecified)	2	-3	-3	-2	-5	-3	5	3	-2	4
O=C1CCC(=O)N1Cc1c(Cl)cccc1Cl	0	-1	1	2	-3	0	1	2	-3	3
Cc1ccc(S(=O)(=O)N2CCN(CCOc3ccccc3)CC2)cc1	-1	0	-8	1	0	-2	11	4	0	-4

7 of the entries above in order of their number in SIAE inh, high to low:
Structure | PRMT1 FP inh | UHRF1 MBD2 ctr | GC-A act | SIAE inh | NPR2 activator | TCR-CD3 inh | MBD2 DNA inh | HTRA1 inh
COc1cc(OC)cc(C(=O)NCC(=O)OCC(=O)NC2CCCc3ccccc32)c1 (stereo unspecified) | -3 | -2 | -6 | 1 | 0 | 4 | -5 | -3
O=C1CCC(=O)N1Cc1c(Cl)cccc1Cl | 0 | -1 | 2 | -3 | 0 | 1 | -3 | 3
O=C(CN1CCN(Cc2ccccc2)CC1)Nc1nc2ccccc2s1 | -1 | -1 | 5 | -4 | -5 | 6 | 3 | -5
CC(C)(C)NC(=O)CN(C(=O)CN1C(=O)C(=O)c2ccccc21)C(C)(C)C | 4 | -1 | -2 | -5 | -1 | -1 | -5 | 0
O=C(CCCN1C(=O)/C(=C/c2ccc3c(c2)OCO3)SC1=S)Nc1cccc(C(=O)O)c1 | 1 | 1 | -1 | -6 | 1 | -6 | 4 | -15
COc1ccc(OC)c(NC(=O)c2cccc(NC(=O)c3ccco3)c2)c1 | 8 | 8 | -1 | -7 | -5 | -4 | 9 | -11
C=CCc1c(C)nc(N)[nH]c1=O | 5 | -1 | 0 | -8 | 2 | -2 | -4 | 4

Following part
SMILES	PRMT1 FP inh	UHRF1 MBD2 ctr	rCAG binder	GC-A act	SIAE inh	NPR2 activator	TCR-CD3 inh	ABHD4 inh	MBD2 DNA inh	HTRA1 inh
CCOc1ccc(S(=O)(=O)N2CCOCC2)cc1NC(=O)C1CSC2(C)CCC(=O)N12 (stereo unspecified)	2	-1	3	2	-1	1	13	1	0	1
S=C1NC(c2ccccc2)=NCN1c1ccc(Br)cc1	-4	-3	-1	1	-5	2	2	-5	0	-5
CN1CCN(c2nc3c(c(=O)[nH]c(=O)n3C)n2Cc2cccc(Br)c2)CC1	2	-1	-11	-9	-2	-1	3	0	1	2
COc1ccc(C(=O)Nc2cc(C(C)=O)c(/C=C/N(C)C)oc2=O)cc1	3	-8	5	-9	-10	-7	-2	-2	-6	-1
COc1ccc(C[N+]2=C(N)N[C@@]3(C=C(C)Cn4c(=O)n(-c5ccccc5)c(=O)n43)C2)c(OC)c1	-3	-2	10	6	11	5	.	7	-4	.
O=C(O)CCn1cc(/C=C2/NC(=S)N(c3ccccc3)C2=O)c(-c2ccccc2)n1	4	1	8	-2	-5	-7	0	-11	-3	1
COc1ccc(C(=O)Nn2cnc3ccccc3c2=O)c(OC)c1	-2	1	3	0	-5	2	8	-12	-9	1
O=C(NCCc1ccccc1)N1c2ccccc2Sc2ccccc21	1	0	-5	-15	2	-17	-5	-7	0	-29
O=C(CSc1nnc(Cn2nnc3ccccc32)o1)N(Cc1ccc(F)cc1)c1ccccc1	1	0	-3	-3	-1	-1	-4	5	-6	-23
COc1ccc(-c2cc(-c3ccccc3)nc(=O)[nH]2)cc1	7	0	3	-4	-4	3	-4	7	-3	-1
O=C(NCC(=O)N(Cc1ccccc1)C(C(=O)NC1CCCC1)c1ccco1)c1ccco1 (stereo unspecified)	0	4	-5	0	-8	3	0	3	5	1
Cc1ccc(NC(=O)C2C3CCCC2C3c2ccccc2)cc1C (stereo unspecified)	-4	3	-2	-4	0	-4	5	-2	2	2
COc1ccc(Cn2c(=O)[nH]c3cc(C(=O)NC4CCCC4)ccc3c2=O)cc1	-2	2	0	4	6	7	8	-14	3	-3
CC/C(=N\NC(=O)c1nnn(-c2nonc2N)c1-c1cccc(OC)c1)c1ccc(C)cc1	0	-2	6	-9	0	-3	4	1	-2	-19
COc1ccc2c(=O)c(-c3ccccc3)coc2c1	-5	-3	3	0	-12	-5	1	-4	3	-10
COc1ccc(CC(=O)Nc2ccc3c(c2)CCC3)cc1S(=O)(=O)N1CCOCC1	-2	-2	3	0	-2	4	-8	2	2	0
CC(=O)O[C@H]1CC(=O)OC(C)(C)C2CC(=O)[C@]3(C)C(CC[C@@](C)([C@@H](O[C@@H]4O[C@H](CO)[C@@H](O)[C@H](O)[C@H]4O)c4ccoc4)[C@@]34O[C@@H]4C(=O)O)[C@]21C (stereo partly specified)	0	-2	2	3	6	-1	0	-2	1	5
O=C(C(=O)c1ccc(O)c(O)c1)c1ccc(O)c(O)c1	3	2	3	-2	-3	1	6	-3	0	1
Cc1cc2ccccc2nc1-c1ccccc1F	1	-1	0	-5	2	-5	9	-2	-7	3
O=C(CCn1c(=O)oc2ccccc21)N1CCN(C(c2ccccc2)c2ccccc2)CC1	0	2	-4	-13	0	-4	-7	-13	1	-20

Quoted at random: six records from the list, in no set order.
SMILES	PRMT1 FP inh	UHRF1 MBD2 ctr	rCAG binder	GC-A act	SIAE inh	NPR2 activator	TCR-CD3 inh	ABHD4 inh	MBD2 DNA inh	HTRA1 inh
Cc1ccc(NC(=O)C2C3CCCC2C3c2ccccc2)cc1C (stereo unspecified)	-4	3	-2	-4	0	-4	5	-2	2	2
Cc1cc2ccccc2nc1-c1ccccc1F	1	-1	0	-5	2	-5	9	-2	-7	3
O=C(CCn1c(=O)oc2ccccc21)N1CCN(C(c2ccccc2)c2ccccc2)CC1	0	2	-4	-13	0	-4	-7	-13	1	-20
COc1ccc(Cn2c(=O)[nH]c3cc(C(=O)NC4CCCC4)ccc3c2=O)cc1	-2	2	0	4	6	7	8	-14	3	-3
COc1ccc(CC(=O)Nc2ccc3c(c2)CCC3)cc1S(=O)(=O)N1CCOCC1	-2	-2	3	0	-2	4	-8	2	2	0
O=C(NCC(=O)N(Cc1ccccc1)C(C(=O)NC1CCCC1)c1ccco1)c1ccco1 (stereo unspecified)	0	4	-5	0	-8	3	0	3	5	1

Carrying on.
SMILES	PRMT1 FP inh	UHRF1 MBD2 ctr	rCAG binder	GC-A act	SIAE inh	NPR2 activator	TCR-CD3 inh	ABHD4 inh	MBD2 DNA inh	HTRA1 inh
CCOC(=O)c1c(C)[nH]c(C)c1C(=O)CSc1nncs1	2	1	0	-7	-8	1	2	-7	0	-15
COc1ccc(S(=O)(=O)NCCN2CCOCC2)cc1[N+](=O)[O-]	2	-2	0	3	0	2	-5	3	0	14
CCCc1cc(=O)[nH]c(SCC(=O)Nc2cccc(S(=O)(=O)N3CCCCC3)c2)n1	0	9	31	2	5	4	3	6	4	-2
Cc1ccc(-c2nnn(CC(=O)N3CCC(C)CC3)n2)o1	1	-3	3	2	-11	-2	3	2	4	8
O=C(CCc1nc(-c2ccccc2F)no1)NCCc1ccc(F)cc1	0	-1	-1	2	7	4	.	0	0	.
O=C(CS(=O)(=O)c1ccccc1)Nc1ccccn1	5	6	1	0	-7	0	-4	-9	5	9
C=CCNC(=S)N(Cc1ccccc1)Cc1ccccc1	-1	2	-5	-6	1	-6	-5	0	-6	-16
Cc1cccc(C)c1C(=NCCCN(C)C)c1ccccc1	-2	-1	-1	-6	0	0	1	7	2	10
O=C(Nc1ccccn1)C1(c2cccs2)CCOCC1	0	15	0	-4	4	-4	3	8	-3	4
COc1cccc(NC(=O)C2C3C=CC4(O3)C2C(=O)N(CCCN2CCC(C)CC2)C4C(=O)NC2CCCCC2)c1 (stereo unspecified)	-2	3	0	1	-2	-2	3	3	1	3
O[C@@H](CNC[C@H](O)c1ccccc1)c1ccccc1	0	3	4	-3	-4	-2	-1	3	2	0
COc1ccccc1NC(=O)CC1S/C(=N/N=C2\CCCc3ccccc32)NC1=O (stereo unspecified)	2	-1	24	-5	-3	-3	5	-8	0	-31
O=C(COC(=O)C1(c2cccc(F)c2)CCCC1)NCc1ccc2c(c1)OCO2	3	20	-4	0	4	-5	1	2	1	-14
O=S(=O)([N-]c1nc2ccccc2nc1-[n+]1ccc(Cc2ccccc2)cc1)c1ccc(Br)s1	10	1	4	-3	1	-1	2	7	-8	20
O=C(COc1ccc(Cl)cc1Cl)NCCCN1CCOCC1	-2	-1	-6	7	1	2	6	-2	-3	0
Cc1cc(C)c(C)c(S(=O)(=O)N2CCC(C(=O)OCC(=O)N3c4ccccc4NC(=O)C3(C)C)CC2)c1C	0	0	4	4	3	5	0	-1	-2	-4
c1ccc(Cc2noc(CN3CCN(CCOc4ccccc4)CC3)n2)cc1	-1	0	-4	1	-1	-1	1	-1	5	3
CC1(C(=O)NCc2ccc3c(c2)OCO3)CCN1CCc1ccccc1 (stereo unspecified)	-5	-4	-1	-2	3	7	1	0	-6	.
CC(=O)Nc1ccc(S(=O)(=O)C(C#N)c2nc3ccccc3nc2NCCN2CCOCC2)cc1 (stereo unspecified)	-2	-1	-2	-4	-3	-4	6	0	0	3
CCN(C(=O)C1CCCCC1)c1nnc(-c2cccnc2)s1	2	-1	-10	6	-2	-2	-5	9	0	-7
CC(C)C(=O)NC(=S)Nc1ccc(S(=O)(=O)NC2CCCCC2)cc1	-1	0	-3	-2	-2	8	1	-1	3	-27
Nc1[nH]c(C(=O)c2ccccc2)c(-c2c(F)cccc2F)c1C(=O)c1ccc(Cl)c(Cl)c1	-3	-2	5	-2	2	2	-5	-5	-5	.
C=CCc1cc(C=O)cc(OC)c1OCc1c(Cl)cccc1Cl	1	-1	6	-9	-5	-2	-4	-8	-1	-50
CCn1c(SCC(=O)Nc2sc3c(c2C#N)CCCC3)nnc1-c1ccco1	3	3	1	-1	-4	-8	-4	-9	-4	-8
CC(C)C[C@H](NC(=O)OC(C)(C)C)C(=O)N/N=C/c1ccc2nccnc2c1	-1	1	-5	-9	2	-5	4	8	-2	-2

Structural class, the compounds so far with a cyano group (2)
SMILES	PRMT1 FP inh	UHRF1 MBD2 ctr	rCAG binder	GC-A act	SIAE inh	NPR2 activator	TCR-CD3 inh	ABHD4 inh	MBD2 DNA inh	HTRA1 inh
CC(=O)Nc1ccc(S(=O)(=O)C(C#N)c2nc3ccccc3nc2NCCN2CCOCC2)cc1 (stereo unspecified)	-2	-1	-2	-4	-3	-4	6	0	0	3
CCn1c(SCC(=O)Nc2sc3c(c2C#N)CCCC3)nnc1-c1ccco1	3	3	1	-1	-4	-8	-4	-9	-4	-8

High-throughput results (PubChem)
